NSD2 inh = NSD2 (human) methyltransferase inhibition | NSD2 peptide methylation, AlphaScreen, 120 min | hit rate 0.54% among 310,000 | inhibition, % at 12.5 µM; in the data active = inhibition above about 50%
Mot1-301 SUMO = inhibitors of SUMOylation pathway: yeast Mot1-301 growth rescue; S. cerevisiae Mot1-301 growth rescue, ATP luminescence, 38.5C; percent above DMSO median, 100 means doubled; growth rescue, % at 18.8 µM; hit rate 1% among 320,000;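 active = every valid replicate shows activation above 250% relative to neutral control wells; inactive = the rest, any valid replicate at or below 250%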;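 also: OY570 slx delta 5 strain wells were the positive control but not used for scaling; some compounds called inactive have numbers as strong as hits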
RTF Ca sens act = increases calcium sensitivity of human cardiac regulated thin filaments | IANBD-labeled TnC RTF fluorescence at EC20 calcium; 0% EC20 calcium, 100% full calcium | activation, % at 7.2 µM | hit rate 0.24% among 340,000 | AID 493008;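 active = activation above the mean over all tested compounds plus 3 SD, cut at about 30% in these data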;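 also: rise in fluorescence read as greater calcium sensitivity of cardiac thin filaments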
Rtt109 Vps75 = blocks Candida albicans Rtt109/Vps75 acetyltransferase activity; purified Rtt109/Vps75, ThioGlo CoA-SH fluorescence, 4 h; hit rate 0.16% among 330,000; AID 540336; inhibition, % at 34.9 µM;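 active = inhibition of at least 50% in every replicate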
Target sequence (Q5AAJ8 whole entry, looked up): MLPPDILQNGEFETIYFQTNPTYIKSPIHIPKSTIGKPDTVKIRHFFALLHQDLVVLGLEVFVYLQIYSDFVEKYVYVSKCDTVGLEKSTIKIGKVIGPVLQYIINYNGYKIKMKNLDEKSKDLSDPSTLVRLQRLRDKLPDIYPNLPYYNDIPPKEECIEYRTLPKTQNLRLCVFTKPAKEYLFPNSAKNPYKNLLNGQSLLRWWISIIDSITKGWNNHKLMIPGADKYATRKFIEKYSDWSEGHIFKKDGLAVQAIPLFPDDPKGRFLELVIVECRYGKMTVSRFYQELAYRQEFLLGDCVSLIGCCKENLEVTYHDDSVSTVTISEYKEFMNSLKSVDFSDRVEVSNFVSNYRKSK
RTF Ca sens inh = cardiac RTF calcium desensitization. P19429+P45379. IANBD-labeled cardiac RTF, Ca2+ fluorescence. inhibition, % at 7.15 µM. hit rate 0.12% among 340,000;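 active = inhibition above the mean inhibition of all tested compounds plus 3 SD, cut at about 17% in these data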;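 also: assay run at fixed EC70 calcium of 1.6 mM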
dFosB act = activators of mouse delta FosB homodimer. P13346. purified delta FosB, TAMRA-CDK5 oligo fluorescence polarization; percent of positive-control signal above neutral wells. activation, % at 25 µM. hit rate 0.99% among 340,000. AID 493131;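 active = mean activation above about 17%, with every replicate also reaching it, limit read from the data, passing the limit was not always enough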;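 also: fluorescence polarization rise as delta FosB binds a TAMRA Cdk5 AP-1 oligo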
CDK5 inh = blocks human CDK5/p35 kinase activity; Q00535+Q15078; Recombinant CDK5/p35, ADP-Glo luminescence, 60 min; inhibition, % at 10 µM; hit rate 0.01% among 330,000; AID 488839;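 active = highest replicate inhibition of at least 50% and at least 75% of replicates reaching 50%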;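 also: plate controls were DMSO neutral control for no effect and GW8510 at 10 µM for full effect; many of its hits are not listed in these tables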
PfHsp90 yeast 2 = growth inhibition of yeast expressing Plasmodium Hsp90; S. cerevisiae expressing PfHsp90, BacTiter-Glo ATP, 48 h; yeast lacking PDR1 and PDR3 efflux regulators; inhibition, % at 9.4 µM; hit rate 0.32% among 310,000; AID 504621;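 active = every replicate shows inhibition above about 80%, whatever the replicate mean, limit read from the data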;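 also: 0% = DMSO neutral controls and 100% = 20 µM radicicol positive controls; yeast relying on Plasmodium falciparum Hsp90 in place of its own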
Keap1-Nrf2 PPI = inhibitors of human Keap1-Nrf2 protein-protein interaction; Keap1 Kelch-Nrf2 peptide fluorescence polarization, 1536-well; inhibition, % at 9.4 µM; hit rate 0.15% among 340,000; AID 504523; in the data active = inhibition above about 12%;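 also: human Keap1 Kelch domain with fluorescein labeled Nrf2 9mer peptide probe; 0% = neutral control wells and 100% = peptide positive control; higher means more block of Keap1 binding to Nrf2 peptide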
Target sequence (Q14145 whole entry, looked up, the tested form may be a part): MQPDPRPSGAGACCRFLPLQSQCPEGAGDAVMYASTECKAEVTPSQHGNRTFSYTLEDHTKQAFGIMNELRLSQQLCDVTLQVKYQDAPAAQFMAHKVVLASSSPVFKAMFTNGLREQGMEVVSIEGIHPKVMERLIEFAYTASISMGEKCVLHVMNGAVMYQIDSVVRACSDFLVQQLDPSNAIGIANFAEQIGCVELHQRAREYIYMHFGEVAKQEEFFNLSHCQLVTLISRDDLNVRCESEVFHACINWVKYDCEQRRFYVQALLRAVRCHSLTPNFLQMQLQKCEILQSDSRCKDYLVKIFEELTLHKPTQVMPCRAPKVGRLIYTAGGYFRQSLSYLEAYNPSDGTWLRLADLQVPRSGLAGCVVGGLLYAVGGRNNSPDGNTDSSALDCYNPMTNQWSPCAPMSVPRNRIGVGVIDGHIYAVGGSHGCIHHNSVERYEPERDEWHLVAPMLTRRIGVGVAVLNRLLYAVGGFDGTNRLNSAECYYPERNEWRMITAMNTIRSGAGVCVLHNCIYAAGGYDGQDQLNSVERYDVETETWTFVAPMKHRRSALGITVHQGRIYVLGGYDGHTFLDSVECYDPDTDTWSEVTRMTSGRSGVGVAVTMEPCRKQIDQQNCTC
LANA DNA inh = KSHV C-LANA DNA binding inhibition | MBP-C-LANA/FAM-LBS DNA binding, fluorescence polarization | inhibition, % at 9 µM | hit rate 0.078% among 340,000 | AID 504423;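 active = highest replicate inhibition at or above 60% at 9 µM, even if other replicates fall short; inactive = all replicates below 60% inhibition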;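 also: 0% = neutral control wells and 100% = 4 µM acridine orange control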
PvdQ inh = P. aeruginosa PvdQ acylase inhibition; purified PvdQ acylase, fluorescence plate reader; AID 488965; hit rate 0.063% among 340,000; inhibition, % at 10 µM; in the data active = inhibition above about 30%, passing the limit was not always enough;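 also: 0% = vehicle neutral wells and 100% = reference inhibitor wells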
* hit, by the source's call.

For COc1ccc(CCNc2cc(N3CCN(C(=O)c4ccccc4OC)CC3)ccc2[N+](=O)[O-])cc1OC the results were NSD2 inh -2, Mot1-301 SUMO -4, RTF Ca sens act 4, Rtt109 Vps75 -8, RTF Ca sens inh -4, dFosB act 5, CDK5 inh -0.5, PfHsp90 yeast 2 9, Keap1-Nrf2 PPI 3, LANA DNA inh -0.4 and PvdQ inh -5.
CCCc1cc(=O)oc2cc(OCc3ccc(C(=O)O)cc3)ccc12 was read as NSD2 inh -3, Mot1-301 SUMO -9, RTF Ca sens act -5, Rtt109 Vps75 -3, RTF Ca sens inh -4, dFosB act -1, CDK5 inh 0.7, PfHsp90 yeast 2 109*, Keap1-Nrf2 PPI 4, LANA DNA inh 1.6 and PvdQ inh -7.
For CCOC(=O)N1CCN(C(=O)C2c3cc(OC)c(OC)cc3C(=O)N3CCc4ccccc4C23)CC1 (stereo not given) the results were NSD2 inh 0, Mot1-301 SUMO 10, RTF Ca sens act 5, Rtt109 Vps75 -3, RTF Ca sens inh 2, dFosB act -13, CDK5 inh -0.2, PfHsp90 yeast 2 30, Keap1-Nrf2 PPI 0, LANA DNA inh -0.6 and PvdQ inh -5.
COc1ccc(S(=O)(=O)Nc2ccncc2)c(C)c1C was read as NSD2 inh 3, Mot1-301 SUMO -4, RTF Ca sens act 0, Rtt109 Vps75 3, RTF Ca sens inh -9, dFosB act 4, CDK5 inh 1.2, Keap1-Nrf2 PPI -5, LANA DNA inh 0.3 and PvdQ inh -20.
`Cc1cc(C)n2nc(C(=O)OCC(=O)Nc3ccc4c(c3)OCCO4)nc2n1` gave NSD2 inh -1, Mot1-301 SUMO 13, RTF Ca sens act -4, Rtt109 Vps75 -1, RTF Ca sens inh -2, dFosB act 1, CDK5 inh -1.5, PfHsp90 yeast 2 7, Keap1-Nrf2 PPI -3, LANA DNA inh -1.7 and PvdQ inh 8.
`Cc1ccc(S(=O)(=O)C(C#N)c2nc3ccccc3nc2N2CC(C)OC(C)C2)cc1C` (stereo not given) gave Mot1-301 SUMO 58, RTF Ca sens act 3, Rtt109 Vps75 -20, RTF Ca sens inh -9, dFosB act -15, CDK5 inh -0.7, PfHsp90 yeast 2 -13, Keap1-Nrf2 PPI 7, LANA DNA inh 11 and PvdQ inh 14.
CN(C)C(=N)c1n[nH]nc1SCc1ccc(Cl)c(Cl)c1 was read as RTF Ca sens act 6, Rtt109 Vps75 10, RTF Ca sens inh -7, dFosB act -3, CDK5 inh 0.8, Keap1-Nrf2 PPI 4, LANA DNA inh 1.0 and PvdQ inh -11.
Screening Cc1cccc(/C=N/NC(=O)c2cccc(Cl)c2)n1 returned NSD2 inh -1, Mot1-301 SUMO 3, RTF Ca sens act 1, Rtt109 Vps75 -7, RTF Ca sens inh 1, dFosB act -13, CDK5 inh 0.0, PfHsp90 yeast 2 -3, Keap1-Nrf2 PPI 1, LANA DNA inh 0.3 and PvdQ inh 0.
For COc1cc(NC(=S)NC(=O)c2ccco2)ccc1NC(=O)C(C)C the results were NSD2 inh 12, Mot1-301 SUMO 200, RTF Ca sens act 2, Rtt109 Vps75 1, RTF Ca sens inh -4, dFosB act 0, CDK5 inh 1.8, PfHsp90 yeast 2 8, Keap1-Nrf2 PPI 2, LANA DNA inh 1.4 and PvdQ inh -17.
Screening O=C(NCC1CCCO1)c1cccc(S(=O)(=O)N2CCOCC2)c1 (stereo not given) returned NSD2 inh -2, Mot1-301 SUMO 1, RTF Ca sens act 4, Rtt109 Vps75 -7, RTF Ca sens inh 0, dFosB act 2, CDK5 inh 1.1, PfHsp90 yeast 2 -12, Keap1-Nrf2 PPI -2, LANA DNA inh -0.7 and PvdQ inh -4.
O=C(O)c1cnn2c(C(F)F)cc(C(F)F)nc12 was read as NSD2 inh -2, Mot1-301 SUMO -12, RTF Ca sens act 10, RTF Ca sens inh -10, dFosB act -3, CDK5 inh -1.7, PfHsp90 yeast 2 4, Keap1-Nrf2 PPI -2, LANA DNA inh -1.6 and PvdQ inh -8.
For COCCN1C(=O)C(=O)/C(=C(/O)c2ccc(S(=O)(=O)N3CCOCC3)cc2)C1c1cccc(OC)c1 (stereo not given) the results were NSD2 inh -2, Mot1-301 SUMO 2, RTF Ca sens act -4, Rtt109 Vps75 9, RTF Ca sens inh -8, dFosB act 4, CDK5 inh -1.0, PfHsp90 yeast 2 0, Keap1-Nrf2 PPI 1, LANA DNA inh -1.0 and PvdQ inh 10.
For CCc1cc(CNC(=O)C2CCC(=O)N(CCc3cccc(F)c3)C2)on1 (stereo not given) the results were NSD2 inh -2, RTF Ca sens act -1, Rtt109 Vps75 -2, RTF Ca sens inh -2, dFosB act 0, CDK5 inh 0.9, PfHsp90 yeast 2 -13, Keap1-Nrf2 PPI 5, LANA DNA inh 1.3 and PvdQ inh -11.
`CCCCC(=O)Nc1ccc(C(=O)Nc2ccc(S(=O)(=O)Nc3ccc(C)cc3)cc2)cc1` gave NSD2 inh -4, Mot1-301 SUMO -6, RTF Ca sens act -7, Rtt109 Vps75 4, RTF Ca sens inh -7, dFosB act -9, CDK5 inh 1.4, PfHsp90 yeast 2 15, Keap1-Nrf2 PPI -2, LANA DNA inh -0.7 and PvdQ inh 3.
Cc1ccc(-c2ccc(=O)n(Cc3cc(C)ccc3C)n2)cc1 was read as NSD2 inh -1, Mot1-301 SUMO -3, RTF Ca sens act -1, Rtt109 Vps75 -8, RTF Ca sens inh 1, dFosB act -3, CDK5 inh 2.9, PfHsp90 yeast 2 2, Keap1-Nrf2 PPI 3, LANA DNA inh -1.6 and PvdQ inh 1.
For CCN(C(=O)c1c(-c2ccccc2Cl)noc1C)C1CCCCC1 the results were NSD2 inh 9, Mot1-301 SUMO -13, RTF Ca sens act -3, Rtt109 Vps75 11, RTF Ca sens inh 0, dFosB act -1, CDK5 inh 0.1, PfHsp90 yeast 2 6, Keap1-Nrf2 PPI -3, LANA DNA inh -0.5 and PvdQ inh -7.
O=C(COC(=O)c1ccccc1SCC(=O)N1CCCC1)Nc1ccc(OC(F)F)cc1 was read as NSD2 inh -1, Mot1-301 SUMO 11, RTF Ca sens act 3, Rtt109 Vps75 -3, RTF Ca sens inh -1, dFosB act -16, CDK5 inh -2.4, PfHsp90 yeast 2 16, Keap1-Nrf2 PPI -9, LANA DNA inh -2.3 and PvdQ inh -20.
CCOC(=O)C1(Cc2cccc(F)c2)CCN(C2CCOCC2)CC1 was read as NSD2 inh -2, Mot1-301 SUMO -7, RTF Ca sens act -3, Rtt109 Vps75 -8, RTF Ca sens inh -1, dFosB act -4, CDK5 inh 1.0, PfHsp90 yeast 2 7, Keap1-Nrf2 PPI -2, LANA DNA inh 0.5 and PvdQ inh -5.
Screening CCN1CCN(CCC(=O)Nc2ccccc2)CC1 returned NSD2 inh 6, Mot1-301 SUMO 6, RTF Ca sens act -11, Rtt109 Vps75 8, RTF Ca sens inh 3, dFosB act 1, CDK5 inh 0.9, PfHsp90 yeast 2 -10, Keap1-Nrf2 PPI -4, LANA DNA inh -0.5 and PvdQ inh 2.
CCOC(=O)c1ccccc1NC(=O)C1CCCO1 (stereo not given) was read as NSD2 inh -4, Mot1-301 SUMO -3, RTF Ca sens act -5, Rtt109 Vps75 5, RTF Ca sens inh -7, dFosB act -4, CDK5 inh 0.7, PfHsp90 yeast 2 -11, Keap1-Nrf2 PPI -5, LANA DNA inh -2.5 and PvdQ inh -10.
Screening CS(=O)(=O)c1cnc2c(-c3ccc(F)cc3)cnn2c1N returned NSD2 inh -2, Mot1-301 SUMO -9, RTF Ca sens act 0, Rtt109 Vps75 -6, RTF Ca sens inh -16, dFosB act 2, CDK5 inh 0.6, PfHsp90 yeast 2 19, Keap1-Nrf2 PPI -3, LANA DNA inh 0.0 and PvdQ inh -14.
Screening COc1ccc(CC(=O)NNC2=Nc3cccc4cccc2c34)cc1 returned NSD2 inh 1, Mot1-301 SUMO 0, Rtt109 Vps75 4, dFosB act -19, CDK5 inh 0.6, PfHsp90 yeast 2 2, Keap1-Nrf2 PPI -1, LANA DNA inh -1.2 and PvdQ inh -19.
`Cc1ccc(S(=O)(=O)N(C)C)cc1NC(=O)COC(=O)/C(=C/c1ccc(F)cc1)c1cccs1` gave NSD2 inh -1, Mot1-301 SUMO 438, RTF Ca sens act 3, Rtt109 Vps75 -3, RTF Ca sens inh 3, dFosB act -1, CDK5 inh -1.7, PfHsp90 yeast 2 -47, Keap1-Nrf2 PPI -5, LANA DNA inh 0.2 and PvdQ inh -16.
Screening CCCCSc1nc(C)c(CC(=O)OC)c(=O)[nH]1 returned NSD2 inh 1, Mot1-301 SUMO 236, RTF Ca sens act 6, Rtt109 Vps75 -26, RTF Ca sens inh -4, dFosB act -3, CDK5 inh 1.9, PfHsp90 yeast 2 -34, Keap1-Nrf2 PPI -2, LANA DNA inh 0.1 and PvdQ inh -5.
For Clc1ccc(-c2cn3nc4c(nc3n2)CCCC4)cc1 the results were NSD2 inh 4, Mot1-301 SUMO 5, RTF Ca sens act 23, Rtt109 Vps75 1, RTF Ca sens inh -24, dFosB act -4, CDK5 inh -1.5, Keap1-Nrf2 PPI 10, LANA DNA inh 34 and PvdQ inh -9.
For CS(=O)(=O)N(CCc1ccccc1)CC(=O)N1CCN(c2ccc(F)cc2)CC1 the results were NSD2 inh 0, Mot1-301 SUMO -12, RTF Ca sens act -11, Rtt109 Vps75 -4, RTF Ca sens inh -12, dFosB act -1, CDK5 inh -2.2, PfHsp90 yeast 2 -14, Keap1-Nrf2 PPI -1, LANA DNA inh -1.6 and PvdQ inh -6.
`COc1ccccc1NS(=O)(=O)c1cccc(C(=O)N(C)Cc2cccs2)c1` gave NSD2 inh 0, Mot1-301 SUMO 6, RTF Ca sens act -2, Rtt109 Vps75 -8, RTF Ca sens inh 0, dFosB act -13, CDK5 inh -0.6, PfHsp90 yeast 2 4, Keap1-Nrf2 PPI -5, LANA DNA inh -0.7 and PvdQ inh -14.
Screening O=C(CCNC(=O)c1ccccc1Cl)Nc1cc(S(=O)(=O)N2CCOCC2)ccc1N1CCCC1 returned NSD2 inh -1, Mot1-301 SUMO -20, RTF Ca sens act 0, Rtt109 Vps75 4, RTF Ca sens inh -10, dFosB act -6, CDK5 inh 0.7, PfHsp90 yeast 2 20, Keap1-Nrf2 PPI 4, LANA DNA inh 0.3 and PvdQ inh -9.
Screening Cn1c(=O)c2c(nc(CN3CCN(c4ccccc4)CC3)n2CCc2ccccc2)n(C)c1=O returned NSD2 inh -5, Mot1-301 SUMO 545, RTF Ca sens act 2, Rtt109 Vps75 -3, RTF Ca sens inh -10, dFosB act -3, CDK5 inh -7.3, PfHsp90 yeast 2 17, Keap1-Nrf2 PPI -3, LANA DNA inh 1.4 and PvdQ inh -16.

Source: PubChem BioAssay
